From PubChem BioAssay
MPTP inh: inhibitors of mitochondrial permeability transition pore | isolated mouse mitochondria, Ca2+ swelling absorbance, 30 min | inhibition, % at 10 µM | actives 1.4% (n = 360,000);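 active = inhibition of 50% or more, scaled per plate between neutral and stimulator controls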;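 also: 0% = DMSO wells given calcium and 100% = 1 mM EGTA wells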
CXCR6 block: blocks human CXCR6 beta-arrestin recruitment; CHO-K1 PathHunter CXCR6 beta-arrestin, luminescence; inhibition, % at 20 µM; actives 0.36% (n = 360,000); AID 602244; in the data active = inhibition above about 34%, passing the limit was not always enough;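 also: antagonist mode with CXCL16 agonist at 10 nM final; 0% = 10 nM CXCL16 with DMSO and 100% = unstimulated wells without agonist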
Target sequence (O00574 whole entry, looked up): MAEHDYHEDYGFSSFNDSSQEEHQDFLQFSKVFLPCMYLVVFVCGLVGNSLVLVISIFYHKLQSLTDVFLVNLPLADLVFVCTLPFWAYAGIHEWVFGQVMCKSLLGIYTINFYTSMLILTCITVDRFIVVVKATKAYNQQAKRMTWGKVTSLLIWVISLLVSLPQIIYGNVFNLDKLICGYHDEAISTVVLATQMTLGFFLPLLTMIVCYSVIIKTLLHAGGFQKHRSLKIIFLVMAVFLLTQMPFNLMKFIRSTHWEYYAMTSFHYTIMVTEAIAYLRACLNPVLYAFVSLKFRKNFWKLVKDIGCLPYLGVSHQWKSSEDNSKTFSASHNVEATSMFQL
EBI2 block: blocks human EBI2 receptor beta-arrestin signaling; P32249; EBI2 beta-arrestin recruitment, luminescence, 7a,25-OHC stimulated; inhibition, % at 5 µM; actives 0.81% (n = 360,000); AID 651636; in the data active = inhibition above about 38%;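 also: enzyme fragment complementation signal reports receptor beta-arrestin coupling in cells; 0% = agonist plus DMSO wells and 100% = wells without agonist; some results beyond the cut were filed as inactive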
Target sequence (P32249 whole entry, looked up, the tested form may be a part): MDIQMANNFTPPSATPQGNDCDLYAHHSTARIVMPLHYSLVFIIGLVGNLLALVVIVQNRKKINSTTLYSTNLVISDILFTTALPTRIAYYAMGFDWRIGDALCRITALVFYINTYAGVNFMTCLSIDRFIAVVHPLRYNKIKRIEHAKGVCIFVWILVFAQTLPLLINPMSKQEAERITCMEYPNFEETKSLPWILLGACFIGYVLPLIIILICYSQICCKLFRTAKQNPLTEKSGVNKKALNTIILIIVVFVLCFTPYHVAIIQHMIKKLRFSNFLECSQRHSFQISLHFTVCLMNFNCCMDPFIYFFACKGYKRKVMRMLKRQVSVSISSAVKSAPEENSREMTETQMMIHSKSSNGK
CCR6 antagonist: CCR6 (human) receptor antagonism. inhibition, % at 20 µM. actives 0.49% (n = 340,000). CHO-K1 CCR6 PathHunter beta-arrestin, luminescence, CCL20-stimulated. P51684;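 active = compounds whose inhibition of the agonist-driven luminescence signal at 20 µM reaches about 50%, limit read from the data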;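 also: cells stimulated with CCL20 at 14 nM final; plate controls were DMSO with CCL20 for no effect and DMSO without agonist for full effect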
APOBEC3G inh: APOBEC3G (human) deaminase inhibition. Q9HC16. recombinant A3G, ssDNA deamination FAM/TAMRA fluorescence. inhibition, % at 20 µM. actives 0.28% (n = 330,000). AID 493012;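 active = inhibition of at least 40% at 20 µM, with no more than 30% in the related APOBEC3A deaminase screen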;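 also: plate controls were DMSO wells with A3G for no effect and wells lacking A3G enzyme for full effect; some compounds called inactive have numbers as strong as hits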
Gli-Sufu block: antagonists of Gli-Sufu signaling; Sufu-KO-LIGHT fibroblasts, Gli luciferase reporter luminescence; inhibition, % at 5 µM; actives 0.74% (n = 340,000); AID 588413;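 active = inhibition above about 55%, limit read from the data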;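 also: 0% = DMSO-treated cells and 100% = wells with medium but no cells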
APOBEC3A inh: human APOBEC3A DNA deaminase inhibition; recombinant A3A, FAM/TAMRA ssDNA deamination fluorescence; inhibition, % at 20 µM; actives 0.41% (n = 330,000);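 active = at least 40% inhibition at 20 µM here, with at most 30% in a related deaminase screen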;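 also: plate controls were A3A with DMSO for no effect and wells lacking A3A enzyme for full effect; some results filed as inactive read as strong as hits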
Target sequence (P31941 whole entry, looked up): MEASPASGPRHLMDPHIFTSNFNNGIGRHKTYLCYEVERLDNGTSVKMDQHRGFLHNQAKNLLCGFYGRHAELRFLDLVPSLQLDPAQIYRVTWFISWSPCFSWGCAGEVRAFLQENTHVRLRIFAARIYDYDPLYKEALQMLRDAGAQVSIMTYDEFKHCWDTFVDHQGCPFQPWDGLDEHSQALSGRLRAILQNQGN
GRIN3A LBD mod: NR3A (human) ligand-binding domain modulation | NR3A LBD differential scanning fluorimetry, Tm shift; 0% = protein alone, 100% = glycine-bound protein | Tm shift relative to glycine control, % at 25 µM | actives 2.5% (n = 340,000) | AID 1259313;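 active = melting temperature shift of at least 10% of the positive control shift, at one fixed dose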
* hit, by the source's call; x = no result given; & = joins results of further samples; ! = repeats disagree.

SMILES	MPTP inh	CXCR6 block	EBI2 block	CCR6 antagonist	APOBEC3G inh	Gli-Sufu block	APOBEC3A inh	GRIN3A LBD mod
O=C(NCCc1ccccc1)C1CCC(CNc2c(N3CCCCC3)c(=O)c2=O)CC1 (centres undefined)	0.1	1	-4	-10	2	1	0	-2
CN(C)C(=O)CN1C(=O)C2CC=C(Cl)CC2C1=O (centres undefined)	-1.7	-8	5	4	-10	-1	0	-2
O=C(CN1CCN(c2ccc(F)cc2)CC1)c1ccc2c(c1)OCO2	2.0	13	9	12	-4	9	-2	0
COc1ccc(OCCCC(=O)OCC(=O)N2CCN(S(=O)(=O)c3ccc(C)cc3C)CC2)cc1	0.5	-2	-4	11	x	-5	x	2
Oc1cccc2cnccc12	1.2	-13	-5	-6	-1	11	0	0
Cc1cc(C)cc(NC(=O)CSc2nnc(-c3ccccc3Br)o2)c1	17	2	13	12	5	3	2	1
Cc1coc(=N)n1CC(=O)c1ccc(Cl)cc1	-0.8	5	6	-16	-6	-5	-2	1
NC(Cc1ccc(OC(F)F)cc1)C(=O)O (centres undefined)	-1.2	6	-2	-1	-9	-1	-6	1
Cc1cccc(C(=O)OCC(=O)c2ccc3c(c2)NC(=O)CO3)c1	-0.6	1	4	12	-3	4	-2	1
CCNC(=O)NC(=O)CSc1nc2ccccc2n1CCOC	-2.3	-12	-1	-5	-4	11	-1	1
S=c1nc(-c2ccccc2)n(CCN2CCOCC2)c2c1CCCC2	-0.7	4	-2	-2	-4	-2	1	1
CCOC(=O)N1CCN(C(=O)C2CCCN(c3ncnc4c3nc3n4CCCCC3)C2)CC1 (centres undefined)	1.5	2	11	12	-9	17	-1	-3
Cn1c(SCC(=O)Nc2ccc3c(c2)OCCO3)nnc1-c1ccco1	2.9	-10	-2	4	0	13	1	0
O=C(NCc1ccco1)c1ccc2c(c1)N(Cc1ccccc1)CCS2	7.2	11	10	13	0	11	6	1
O=C(NCCO)C(c1ccccc1)c1ccccc1	-1.6	0	-17	-9	0	1	2	1
COc1ccc(CN(C)C(=O)c2ccc3ccccc3n2)cc1F	-1.5	4	10	18	-10	-4	-1	-3
Cc1ccc(S(=O)(=O)N2CCCCC2)cc1C(=O)N1CCCC1	1.0	0	-4	10	-3	-8	-1	-5
CC(=O)c1cc(-c2ccc(F)cc2)n(CCC(=O)Nc2cccnc2)c1C	1.5	3	2	5	-2	10	-1	-1
CCCCNc1c(-c2ccc(OC)c(SC(C)CC)c2)nc2ccc(C)cn12 (centres undefined)	59*!	12&16	-71&6	25	-8	31	1	-39
CCOc1ccc(S(=O)(=O)N2CCN(Cc3ccc4c(c3)OCO4)CC2)cc1C	0.5	-6	-11	13	-1	-2	-5	-2
CCN(CC)Cc1cc2[nH]c3c4ccc(Cl)cc4ncc3c2cc1OC	-0.5	-6	14	9	4	4	11	-1
O=C(Cc1ccccc1)NCc1cccnc1	-0.2	-4	-1	4	-5	2	4	1
Cc1ccc(NC(=O)COc2ccc(N(C)S(=O)(=O)c3ccc(F)cc3)cc2)cc1	-0.9	-5	14	-12	-11	-5	-2	-2
COC(=O)c1c(N)sc(C(=O)NCCc2ccccc2)c1C	2.2	2	-8	18	1	-29	-1	9
O=C(CCNC(=O)C1CCN(S(=O)(=O)c2ccccc2)CC1)NCCc1ccc(Cl)cc1	-2.5	-8	-4	12	-2	-4	-1	0
Cc1nn(-c2ccccc2)c(N2CCCC2)c1/C=N/NC(=O)c1cccc(S(=O)(=O)Nc2ccc(Cl)cc2)c1	20	2	10	8	-8	2	0	13*
O=S(=O)(c1ccc(F)cc1)N1CCN(C(=S)NCCc2ccccc2)CC1	0.7	-3	7	-5	-7	1	-5	-9
CCOc1ccc(C(CC(=O)O)NC(=O)COc2ccc3ccccc3c2)cc1OC (centres undefined)	1.5	-4	-9	1	-6	-2	1	0
COc1ccc(CCC(=O)Nc2cccc(S(=O)(=O)N3CCOCC3)c2)cc1OC	-2.3	-8	5	0	-6	3	-4	1
CCCCCOc1ccc(C(=O)CCC(=O)NC(C)c2ccc(S(N)(=O)=O)cc2)cc1 (centres undefined)	0.3	-4	-1	4	-6	0	-2	-9

Three compounds drawn at random from those above:
SMILES	MPTP inh	CXCR6 block	EBI2 block	CCR6 antagonist	APOBEC3G inh	Gli-Sufu block	APOBEC3A inh	GRIN3A LBD mod
COC(=O)c1c(N)sc(C(=O)NCCc2ccccc2)c1C	2.2	2	-8	18	1	-29	-1	9
O=C(NCCc1ccccc1)C1CCC(CNc2c(N3CCCCC3)c(=O)c2=O)CC1 (centres undefined)	0.1	1	-4	-10	2	1	0	-2
Cc1ccc(NC(=O)COc2ccc(N(C)S(=O)(=O)c3ccc(F)cc3)cc2)cc1	-0.9	-5	14	-12	-11	-5	-2	-2

Remaining list, next part
SMILES	MPTP inh	CXCR6 block	EBI2 block	CCR6 antagonist	APOBEC3G inh	Gli-Sufu block	APOBEC3A inh	GRIN3A LBD mod
O/N=C\c1ccc(-c2ccccc2)o1	3.2	-5	-12	4	-3	-28	-2	1
CNC(=O)OC(C)CNS(=O)(=O)c1ccc(C)cc1 (centres undefined)	-1.1	0	-7	2	-2	-3	0	-1
CC(C)(C)OC(=O)N[C@@H](Cc1ccccc1)c1nnc(SCC(=O)O)o1	-0.7	5	-4	0	-2	-1	-1	-1
CCCC(=O)NC(c1ccc(N(C)C)cc1)c1ccc2cccnc2c1O (centres undefined)	-0.8	0	-3	27	-11	86*	-4	0
O=C1CCC(=O)N1OCCCOc1ccc(Br)cc1Cl	-2.4	-7	-7	-3	x	5	x	7
O=C(Cn1nc(C(=O)O)c2ccccc2c1=O)Nc1ccc(Cl)c(S(=O)(=O)N2CCOCC2)c1	-0.8	4	-7	7	-2	1	-1	3
NC(=O)c1ccc(NC(=O)Cn2c(=O)n(-c3ccccc3)c(=O)c3oc4ccccc4c32)cc1	0.8	2	6	12	-8	-2	-4	-3
O=C(CCNC(=O)Cn1ccc2ccccc2c1=O)NCc1ccccn1	-0.5	-2	-22	6	0	-5	2	0
COc1cc(CCN2C(=O)c3cccc4cccc(c34)C2=O)c(S(=O)(=O)N2CCC(C)CC2)cc1OC	0.9	16	13	6	-5	47	3	-4
COCCN(C(=S)Nc1cccc(OC)c1)C1CCN(C(C)=O)CC1	-0.9	-6	3	9	-11	-2	-4	1
CS(=O)(=O)N1CCC(C(=O)Nc2ccc(F)cc2)CC1	0.8	-3	-1	8	-8	3	-7	8
Cc1cc(C)c(S(=O)(=O)N2CCC(C(N)=O)CC2)cc1C	-1.4	1	-4	3	-11	-2	-4	1
O=C(NC1CCCC1)c1cnn2c(C(F)(F)F)cc(-c3ccc4c(c3)OCO4)nc12	7.5	4	23	16	-4	20	3	-4
CCN(CC)C(=O)c1cccc2c1C(=O)c1ccccc1-2	-1.5	-3	1	10	-2	2	-2	1
CCOc1cc(C(=O)N/N=C\c2cn(CC)nc2C)cc(OCC)c1OCC	-2.0	1	-1	-14	-7	3	0	2
O=C(CCCc1nc(-c2ccccc2)no1)N1CCOCC1	-0.5	1	-3	11	2	-4	3	1
Cc1cc(/C=C2\C(=N)N3N=C(C(C)C)SC3=NC2=O)c(C)n1Cc1ccccc1	5.0	-2	0	2	-3	5	0	1
COc1ccc(NC(=O)CSc2nc(N)cc(N)n2)cc1S(=O)(=O)N1CCCCC1	1.5	1	-1	1	-6	6	-2	-1
CCOC(=O)N1CCN(C(=O)Cn2ncc3ccccc32)CC1	-0.9	-2	-3	5	7	1	23	1
CCC(=O)OCC(=O)Nc1cc([N+](=O)[O-])ccc1Cl	-0.2	-2	0	-1	4	-10	2	-2
CN(CC(=O)N1CCc2ccccc21)S(=O)(=O)c1ccc(Cl)cc1	1.2	5	11	10	-9	-6	-3	-3
C/C(CC(=O)Nc1cc(Cl)ccc1Cl)=N\NC(=O)c1ccco1	0.5	6	4	0	-3	5	0	-1
Cc1ccccc1N(C(=O)Cn1nnc(-c2ccc(F)cc2)n1)C(C(=O)NC(C)(C)C)c1ccncc1 (centres undefined)	1.6	2	5	-10	-5	14	-3	-1
Cc1cc(C(=O)Nc2sc(C)c(-c3ccc(F)cc3)c2C(N)=O)no1	-0.8	-6	-1	-2	0	-73	7	2
COc1cccc(C(c2nnnn2CS(=O)(=O)c2ccc(C)cc2)N2CCN(C)CC2)c1OC (centres undefined)	8.7	-2	5	-2	-3	0	-5	3
O=C(NNS(=O)(=O)c1ccc([N+](=O)[O-])cc1)c1ccc2ccccc2c1O	0.1	-2	-5	7	-3	1	-2	5
COc1ccc(CC(=O)Oc2ccc(C)cc2Br)cc1S(=O)(=O)N1CCOCC1	-1.6	6	4	28	4	1	5	6
CC(=O)OCCNC(=O)c1cccnc1	-0.1	0	-9	3	-4	-2	-2	-9
Cc1ccc(NC(=O)COC(=O)CCc2c(C)nc3ncnn3c2C)cc1C	0.0	-1	0	8	2	-7	1	0
CC1CC(CC(=O)Nc2nc(-c3ccccc3)cs2)C(=O)O1 (centres undefined)	-1.3	-6	-3	-4	-2	-4	6	0
Cc1ccc(C(=O)c2c3ccccc3[n+]([O-])n2[C@@H](C)C(N)=O)cc1	-1.7	-10	-1	0	-5	0	-4	3
CCCCc1nc2ccccc2[nH]1	-0.7	8	-1	1	-3	-4	-1	1
O=C(Cn1cc(Cl)c([N+](=O)[O-])n1)NCCC1=CCCCC1	0.2	-7	8	19	-7	15	-1	1
CCCS(=O)(=O)c1c(S(=O)(=O)CCC)c2c(C)cccn2c1C(=O)OC	0.3	-6	-1	-1	0	-7	2	0
Cc1ccccc1Nc1nnc(C)c(=O)[nH]1	0.1	5	-2	-16	-1	7	2	-1
COc1cc(C(=O)Nc2ccc3c(c2)OCO3)c([N+](=O)[O-])cc1OC	-0.1	2	3	5	-3	-6	0	-1
CCC(C)(C)n1nnnc1C(c1cccnc1)N1CCN(c2cccc(C(F)(F)F)c2)CC1 (centres undefined)	0.8	-14	6	26	-3	8	-5	-4
CC(Sc1nc2sccc2c(=O)n1-c1ccccc1)C(N)=O (centres undefined)	-0.4	4	-10	9	-9	-14	2	-5
O=C(N/N=C/c1ccc[nH]1)c1ccc(Cl)cc1	0.0	0	-14	11	-12	-7	-5	2
Cn1c(CNC(=O)c2ccco2)nnc1SCC(=O)c1ccc(F)cc1	-0.9	-4	-5	6	3	10	3	0
CC1(C)CC(O)C(CCC(O)c2ccccc2)C(C)(C)N1 (centres undefined)	19	-3	-5	0	-7	3	-3	-1
O=C(COc1ccc(-c2ccccc2)cc1)NNC(=O)Nc1ccc(F)cc1F	-1.6	-2	5	5	-4	20	-2	-1
O=C1NC(=O)/C(=C\c2ccccc2OCc2cccc([N+](=O)[O-])c2)N1	2.8	-5	-10	20	-3	0	-3	0
CSc1ccccc1OCc1cc(C(=O)NCc2cccc(C)n2)no1	-0.5	1	11	2	-4	-24	-2	-1
CCC1CCCCN1c1nc(-c2cccc(OC)c2O)nc2ccccc12 (centres undefined)	2.2	5	10	22	-5	-5	3	4
CCc1ccc2nc(NC(=O)c3cc(C)on3)sc2c1	-0.1	2	-4	9	-1	-56	1	-2
O=C1C2CC=CCC2C(=O)N1c1n[nH]c(CCc2ccccc2)n1 (centres undefined)	0.0	0	-8	0	1	-4	3	0
CSc1ccccc1NC(=O)CN(C)C(=O)CCc1c[nH]c2ccccc12	0.5	-3	-4	13	-8	12	-3	2
CC(=O)NC(CCS(C)(=O)=O)C(=O)Nc1cccc2ccccc12 (centres undefined)	1.6	0	-4	-7	-8	-4	-7	-2
CN(N)c1nc(N2CCCC2)nc(N2CCCC2)n1	1.8	2	-2	3	4	1	10	-2
C=CCN(CC=C)C(=O)Cn1cnc([N+](=O)[O-])n1	0.0	2	-11	17	-3	-3	3	2
Cc1c(N2C(=O)CS/C2=N\N=C\c2ccc(Cl)cc2)c(=O)n(-c2ccccc2)n1C	-0.9	-3	-5	-6	-2	4	5	0
O=C(CCNC(=O)C1CCN(S(=O)(=O)c2ccccc2)CC1)NCCc1cccc(F)c1	-0.2	-7	5	-9	-4	17	-1	-2
